Pin1 inh: qHTS Assay to Find Inhibitors of Pin1; Pin1 FP peptide displacement, HiFluor488, 10 min; Potency, µM (titrated, usually from 115 µM), inactives show at the highest dose activity, negative = inhibition, usual class: inhibitors; hit rate 0.009% among 390,000; AID 504891, 2011; active = well fitted inhibition curve with a large enough effect in the polarisation, with a control signal flat, not every such curve was filed as active; inconclusive = small, poorly fitted or top-dose-only effect, or effect the other way, or a change in a side signal; inactive = no such curve, though single readings can be large or run the other way; the % refers to the polarisation; also: potency is read from the fitted curve at half-maximal effect; % is scaled to controls: 0 for no effect and ±100 for the full control effect
Target sequence (Q13526 whole entry, looked up): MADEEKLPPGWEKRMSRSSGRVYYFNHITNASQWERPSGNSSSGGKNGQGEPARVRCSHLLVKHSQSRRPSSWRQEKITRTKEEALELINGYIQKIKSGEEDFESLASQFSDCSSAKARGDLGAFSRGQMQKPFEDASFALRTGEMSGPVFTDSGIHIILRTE
G9a block: qHTS Assay for Inhibitors of Histone Lysine Methyltransferase G9a; Histone-lysine N-methyltransferase EHMT2 (Homo sapiens), Q96KQ7; G9a H3K9 monomethylation, AlphaScreen, 2 h; Potency, µM (titrated, usually from 102 µM), for inactives: top-dose activity, negative = inhibition, usual class: inhibitors; hit rate 8.8% among 350,000; also: potency is read from the fitted curve at half-maximal effect; % is scaled to controls: 0 for no effect and ±100 for the full control effect; nearly all actives have a fitted effect of over 75% in size
Target sequence (Q96KQ7 913-1193 limits assumed): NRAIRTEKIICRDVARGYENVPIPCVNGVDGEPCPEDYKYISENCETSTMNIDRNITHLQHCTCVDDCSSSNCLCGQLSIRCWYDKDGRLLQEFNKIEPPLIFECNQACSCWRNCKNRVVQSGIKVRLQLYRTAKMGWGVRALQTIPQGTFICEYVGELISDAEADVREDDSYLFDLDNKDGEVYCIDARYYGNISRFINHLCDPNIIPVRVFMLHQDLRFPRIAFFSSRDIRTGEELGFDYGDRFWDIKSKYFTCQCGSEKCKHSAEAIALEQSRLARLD
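Using a bead-based AlphaScreen, monomethylated H3K9 product from 2 h room-temperature reactions (G9a 20 nM, peptide 500 nM, SAM 20 uM) was detected with 0.5 ug/mL rabbit anti-H3K9me1 antibody.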
PGK inhibitor: qHTS Assay to Find Inhibitors of Phosphoglycerate Kinase | Phosphoglycerate kinase, glycosomal (Trypanosoma brucei brucei), P07378 | PGK/GAPDH coupled, Kinase-Glo luminescence, 60 min | Potency, µM (highest dose often 57.5 µM), inactives show at the highest dose activity change, negative = inhibition, usual class: inhibitors | hit rate 0.043% among 380,000 | AID 602233, 2012; also: potency is read from the fitted curve at half-maximal effect; % is scaled to controls: 0 for no effect and ±100 for the full control effect; nearly all actives have a fitted effect of over 60% in size
Target sequence (P07378 whole entry, looked up): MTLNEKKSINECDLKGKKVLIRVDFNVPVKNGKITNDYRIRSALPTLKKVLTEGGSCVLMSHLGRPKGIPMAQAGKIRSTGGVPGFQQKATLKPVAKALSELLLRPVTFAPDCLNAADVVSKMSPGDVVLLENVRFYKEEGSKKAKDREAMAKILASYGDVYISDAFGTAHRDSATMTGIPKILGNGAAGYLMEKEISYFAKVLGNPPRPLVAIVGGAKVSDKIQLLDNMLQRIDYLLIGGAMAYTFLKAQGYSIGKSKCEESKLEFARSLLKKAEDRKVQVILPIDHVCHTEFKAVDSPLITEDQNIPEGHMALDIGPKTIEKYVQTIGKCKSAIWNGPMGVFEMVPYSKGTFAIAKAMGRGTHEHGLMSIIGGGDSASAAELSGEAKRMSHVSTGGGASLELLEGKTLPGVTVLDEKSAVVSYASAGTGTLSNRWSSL
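Recombinant glycosomal PGK reaction used 1,3-bisphosphoglycerate generated in-well by GAPDH (100nM final) in 100mM TEA pH 7.6, 5mM MgCl2, 0.01% Tween-20. After 60 minutes at room temperature, ATP was read by Kinase-Glo Plus luminescence end-point.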
GLS inh: qHTS for Inhibitors of Glutaminase (GLS); Glutaminase kidney isoform, mitochondrial (Homo sapiens), O94925; GLS enzymatic activity, qHTS titration; Potency, µM (doses to about 45.5 µM), without a hit: top-dose activity change, negative = inhibition, hits mostly inhibitors; hit rate 0.21% among 410,000; also: potency is read from the fitted curve at half-maximal effect; % is scaled to controls: 0 for no effect and ±100 for the full control effect
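Glutamate formation by hKGA was monitored fluorometrically using coupled glutamate oxidase, HRP and Amplex Red. Substrate was added as 1 mM L-glutamine solution; incubation was 30 min at RT after an initial read.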
JMJD2A Tudor: qHTS Assay for Inhibitors of JMJD2A-Tudor Domain | Lysine-specific demethylase 4A (Homo sapiens), O75164 | AlphaScreen JMJD2A-Tudor / H3K4me3 peptide binding | Potency, µM (highest dose often 114 µM), without a hit: top-dose activity change, negative = inhibition, actives largely listed as inhibitors | hit rate 4.4% among 390,000 | AID 504339, 2011; also: potency is read from the fitted curve at half-maximal effect; % is scaled to controls: 0 for no effect and ±100 for the full control effect; nearly all actives have a fitted effect of over 50% in size
HP1b chromo inh: HTS for Inhibitors of HP1-beta Chromodomain Interactions with Methylated Histone Tails | Chromobox protein homolog 1 (Homo sapiens), P83916 | AlphaScreen HP1-beta / biotin-H3K9me3 peptide binding | Potency, µM (highest dose often 114 µM), for the others: top-dose activity change, negative = inhibition, usual class: inhibitors | hit rate 0.56% among 390,000 | AID 540317, 2011; also: potency is read from the fitted curve at half-maximal effect; nearly all actives have a fitted effect of over 70% in size; inactives centre near 23
Target sequence (P83916 whole entry, looked up): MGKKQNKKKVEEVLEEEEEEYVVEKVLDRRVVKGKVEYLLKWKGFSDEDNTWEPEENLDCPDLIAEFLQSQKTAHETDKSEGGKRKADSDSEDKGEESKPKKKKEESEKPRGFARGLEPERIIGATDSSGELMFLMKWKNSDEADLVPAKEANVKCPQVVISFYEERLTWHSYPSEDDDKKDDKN
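AlphaScreen: HP1-beta (50 nM) preformed 30 min with biotin-H3(1-18)K9me3 peptide (50 nM) in PBS pH 7.4, 0.01% Tween-20. Compound added for 30 min at RT, then streptavidin donor/nickel chelate acceptor beads (10 ug/mL) for 30 min.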
PI4K2A inh: qHTS for small molecular inhibitors of PI4K2A; Phosphatidylinositol 4-kinase type 2-alpha (Homo sapiens), Q9BTU6; purified PI4K2A, ADP-Glo luminescence, 1 h; hits give low values; activity change, negative = inhibition, % at 76.9 µM; hit rate 0.13% among 420,000; AID 1346378, 2018; in the data active = activity change below about -50%; inconclusive = mostly about -30% to -49%;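 also: -100% = wells without enzyme as full effect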
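In this quantitative HTS, ADP production by PI4K2A was quantified luminescently after 1 h at ambient temperature; 100 microM adenosine served as plate-quality control.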
BAZ2B inh: qHTS Assay for Inhibitors of BAZ2B; Bromodomain adjacent to zinc finger domain protein 2B (Homo sapiens), Q9UIF8; AlphaScreen BAZ2B-H3K14Ac peptide displacement; Potency, µM (titrated, usually from 114 µM), for the others: at the highest dose activity change, negative = inhibition, hits mostly inhibitors; hit rate 4.4% among 360,000; AID 504333, 2011; also: potency is read from the fitted curve at half-maximal effect; % is scaled to controls: 0 for no effect and ±100 for the full control effect; nearly all actives have a fitted effect of over 60% in size
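AlphaScreen luminescence quantifies BAZ2B engagement of H3K14Ac peptide; the protein and biotinylated peptide are both at 50 nM final, buffer PBS pH 7.4 with 0.01% Tween-20, all steps at room temperature.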
ERG-DNA inh: qHTS for Small Molecule Inhibitors of the ERG Ets/DNA interaction | fluorescence polarization, His-ERG Ets domain / labelled DNA | Potency, µM (series often up to 76.9 µM), without a hit: top-dose FP activity, negative = inhibition, usual class: inhibitors | hit rate 0.028% among 370,000; active = well fitted inhibition curve with a large enough effect in the polarisation, with a control signal flat; inconclusive = small, poorly fitted or top-dose-only effect, or effect the other way, or a change in a side signal; inactive = no such curve, though single readings can be large or run the other way; the % refers to the polarisation;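 also: polarization taken with two DNA probes labelled with fluorescein and Texas red; potency is read from the fitted curve at half-maximal effect; % of control where 0% means no effect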
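His-tagged ERG Ets domain (1 uM in the protein solution; 300mM KCl, 50mM Tris-HCl, 1mM EDTA, 1mM DTT, pH 7.5) received compound, then a probe mix of 5 nM fluorescein-DNA and 100nM Texas-615-DNA. Fluorescence polarization was read for both dyes.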
Numbers without * were called inactive; i = inactive; ? = inconclusive; / = not tested or not shown; & = joins results of further samples; [ ] = another dose, or the depositor's remark. Unless noted, calls follow the shape of the dose curve; as a rule, active = well fitted curve in the direction sought with a large enough effect; inconclusive = small, poorly fitted or top-dose-only effect, or another doubt; inactive = no such curve, though single readings can be large; an effect the other way counts as inactive or inconclusive.

SMILES	Pin1 inh	G9a block	PGK inhibitor	GLS inh	JMJD2A Tudor	HP1b chromo inh	PI4K2A inh	BAZ2B inh	ERG-DNA inh
COCC(C)NCc1cccc([N+](=O)[O-])c1 (stereo unspecified)	-4.7%	20µM*	-1.7%	0.0%	3.16µM*	?	9.5	50.1µM*	-7.6%
NC(=O)CSc1nnc2ccc(-c3ccco3)nn12	-0.6%	?	-1.7%	5.5%	-3.9%	19.7%	-0.6	-14.3%	0.0%
CNCc1ccccc1Sc1ccc(OC)cc1	6.0%	-10.8%[59 µM]	-4.1%	-1.5%	-10.4%	26.0%	-6.5	-1.5%	3.1%
CC1CCN(c2nc(Cl)nc(Nc3ccc([N+](=O)[O-])cc3)n2)CC1	7.5%	44.7µM*	-1.5%	-2.2%	?	-17.1%	-2.6	?	-8.3%
CCCS(=O)(=O)N1CC(=O)N(c2ccc(C)cc2C)C(C)(C(=O)NC2CCCCCC2)C1 (stereo unspecified)	-1.2%	-1.0%[59 µM]	-2.6%	-12.6%	-13.5%	17.4%	1.1	-0.3%	-4.0%
COc1cc2oc(=O)c(CC(=O)N3CCCCC3)c(C)c2cc1OC	3.5%	-30.6%[59 µM]	i	1.9%	-12.2%	22.2%	-3.9	-12.5%	2.3%
CCOc1ccc(-n2c(SCC(N)=O)nnc2-c2ccco2)cc1	-14.3%	/	-3.6%	?	20µM*	13.0%	4.2	-1.8%	-3.4%
CC(C)C[C@H]1COCCS(=O)(=O)N1Cc1cccc(C(F)(F)F)c1	?	/	-0.3%	-1.0%	-2.9%	54.1%[activator]	-0.8	/	0.2%
CCCCN1C(=O)N(c2ccccc2Cl)C(C)(O)CC1(C)C (stereo unspecified)	4.7%	1.3%	/	0.1%	7.0%	27.8%	-1.7	0.0%	-4.8%
O=c1[nH]ncn2cccc12	1.1%	16.6%[0.0925 µM]	-8.9%	-5.9%	-5.2%	?	-20.0	6.1%	3.3%

2 of the compounds above, with values ahead of the structure:
Pin1 inh	G9a block	PGK inhibitor	GLS inh	JMJD2A Tudor	HP1b chromo inh	PI4K2A inh	BAZ2B inh	ERG-DNA inh	SMILES
-1.2%	-1.0%[59 µM]	-2.6%	-12.6%	-13.5%	17.4%	1.1	-0.3%	-4.0%	CCCS(=O)(=O)N1CC(=O)N(c2ccc(C)cc2C)C(C)(C(=O)NC2CCCCCC2)C1 (stereo unspecified)
3.5%	-30.6%[59 µM]	i	1.9%	-12.2%	22.2%	-3.9	-12.5%	2.3%	COc1cc2oc(=O)c(CC(=O)N3CCCCC3)c(C)c2cc1OC

Going on with the list:
SMILES	Pin1 inh	G9a block	PGK inhibitor	GLS inh	JMJD2A Tudor	HP1b chromo inh	PI4K2A inh	BAZ2B inh	ERG-DNA inh
CCc1c(C)nc(N2CCN(c3cccc(OC)c3)CC2)[nH]c1=O	-0.6%	11.7%	-4.4%	44.6%[activator]	-5.1%	15.4%	0.0	-4.0%	-3.8%
CC(=O)NCCn1c(SCC(=O)NCCc2ccc(S(N)(=O)=O)cc2)nc2ccccc2c1=O	4.4%	0.8%	8.3%	1.4%	-0.7%	38.6%	1.6	-10.1%	2.1%
CCOC(=O)C1CCCN(c2c(NCCN3CCCCC3CC)c(=O)c2=O)C1 (stereo unspecified)	-3.6%	-2.6%	-1.2%	3.7%	-0.7%	26.9%	-1.7	3.3%	-12.1%
CCOC(=O)[C@@H]1CCN(Cc2ccccc2)C[C@H]1c1ccccc1	-7.7%	/	-2.5%	-6.8%	8.7%	49.3%[activator]	0.8	5.1%	8.6%
CCc1ccc(NC(=O)CSC2=Nc3ccccc3C3=NC(CCC(=O)NCc4cccs4)C(=O)N23)cc1 (stereo unspecified)	39.7%[activator]	-1.0%[59 µM]	-1.4%	9.2%	-0.3%	28.3%	2.8	0.2%	1.7%
CCOC(=O)C(=NC1CCS(=O)(=O)C1)NNc1ccccc1Cl (stereo unspecified)	-6.4%	?	0.2%	7.7%	-8.1%[11.4 µM]	?	-3.1	?	-5.4%
Cc1ccc([C@@H]2CC=C(C(=O)O)[C@H](c3ccc(Cl)cc3)N2S(=O)(=O)c2ccc(C)cc2)cc1	?	-5.5%[2.33 µM]	-15.6%	6.3%	-13.5%	60.1%[activator]	-1.0	-14.3%	5.1%
CCCN(CCC)S(=O)(=O)c1ccc2c(c1)CCCN2C(C)=O	1.8%	-28.5%[2.33 µM]	-7.6%	6.1%	1.6%	36.8%	10.7	29.6%	5.7%
CCOC(=O)C1CCN(C(=O)c2oc3ccc(S(=O)(=O)N4CCCCCC4)cc3c2C)CC1	3.2%	-22.7%	6.3%	-1.2%	-7.2%	29.2%	1.2	1.5%	-4.7%
Cc1ccc2oc(C(=O)N(Cc3ccccc3)C3CCS(=O)(=O)C3)c(C)c2c1 (stereo unspecified)	-1.9%	/	-8.2%	-1.2%	-20.2%	20.8%	-1.7	-22.7%	5.5%
COc1cccc(C(=O)Nc2cc(C(=O)NCCc3ccccc3)ccc2Cl)c1	-7.6%	54.1%[activator][12.7 µM]	-5.7%	16.7%	-11.8%	12.6%	-1.8	9.2%	/
COc1ccc(CC(=O)NNS(=O)(=O)c2ccc3ccccc3c2)cc1OC	-2.3%	8.9%[59 µM]	i	2.3%	-9.0%	22.2%	3.7	1.1%	/
COc1ccc(C(=O)COC(=O)c2ccccc2C(=O)N(C)c2ccccc2)c(OC)c1	1.2%	-39.6%	-1.4%	3.6%	-17.9%	7.2%	-3.6	-10.2%	1.7%
C=C(CN(C)C)C(=O)c1ccc(C)cc1C	6.7%	/	i	19.0%	79.4µM*	31.6µM*	11.6	/	-10.0%
COc1nccnc1NS(=O)(=O)c1ccc(NC(=S)NC(=O)/C=C/c2ccccc2)cc1	1.0%	?	3.9%	-2.7%	79.4µM*	-7.0%	1.4	-13.1%	2.0%
COC(=O)C1=C(C)N(Cc2ccccc2)C(=S)N[C@H]1c1ccc(Br)cc1	2.2%	-9.6%[12.7 µM]	i	2.6%	?	21.0%	-2.3	?	-8.6%
CC1(C)C(CC(=O)O)CC1C(=O)O (stereo unspecified)	-9.2%	/	i	-7.1%	-13.8%	18.5%[57 µM]	3.3	/	12.9%
CCC1(CC)C(C#N)C(=O)NC(=O)C1C#N (stereo unspecified)	-5.0%	/	-3.4%	2.1%	7.6%	20.5%[57 µM]	-1.3	/	-3.7%
Cc1ccc(-c2nc(CS(=O)(=O)CC(=O)N3CCOCC3)c(C)o2)cc1	0.3%	/	-7.6%	-19.3%	-2.1%	41.9%[activator]	-2.5	1.8%	-4.4%
CCOCCCNC(=O)C(c1ccccc1)N(Cc1cccs1)C(=O)CNC(C)=O (stereo unspecified)	-3.7%	?	-4.8%	-5.1%	-1.4%	28.4%	-3.1	8.2%	7.4%
Cc1ccc(Cl)cc1NC(=O)Nc1c(C)n(C)n(-c2ccccc2)c1=O	-2.7%&3.4%	0.5%	-3.6%&-5.5%	0.0%&17.3%	-16.7%&0.0%	13.7%&43.5%	-3.9&-2.2	-5.1%&0.8%	7.4%&3.4%
COc1ccc(N(C)S(=O)(=O)c2cccc(C(=O)NCc3ccc4c(c3)OCO4)c2)cc1	11.9%	7.1%	1.4%	0.0%	-13.3%	20.2%	-3.5	-15.3%	1.3%
COC(=O)C1CCN(C(=O)CN2C(=O)NC3(CCC(C)CC3)C2=O)CC1 (stereo unspecified)	-0.2%	/	8.5%	-1.5%	-5.5%	4.7%	4.7	/	-7.1%
COC(=O)c1cc(S(=O)(=O)Nc2cc(S(=O)(=O)N(C)C)ccc2C)oc1C	-3.7%	/	i	4.3%	-10.8%	23.6%	3.2	0.9%	-0.6%
Cc1ccc(NC(=O)CN(C)Cc2ccc(Cl)cc2)cc1	0.5%	9.5%	1.5%	-0.8%	25.7%	48.5%[activator]	8.9	22.8%	-4.3%
Cc1cccc(OCC(=O)NNC(=O)c2ccc3nc[nH]c3c2)c1	1.3%	-14.1%[12.7 µM]	i	5.9%	-17.7%	11.3%[57 µM]	-5.5	-10.9%	-0.4%
O=C(OCC1OC(n2ccc(=O)[nH]c2=O)C(O)C1OC(=O)c1ccccc1)c1ccccc1 (stereo unspecified)	?	-10.0%	-5.4%	2.3%	-11.9%	28.4%	3.8	3.4%	2.7%
O=C(Cc1ccc(F)cc1)c1ccc(O)cc1O	?	11.6%	5.6%	27.0%	2.3%	12.0%	-2.7	1.9%	-0.3%
COc1ccc(S(=O)(=O)Nc2cc(C(=O)NC3CCCCCC3)ccc2N2CCOCC2)cc1	16.4%	?	-5.4%	13.5%	-22.4%	9.0%	1.1	?	2.1%
COc1ccccc1NC(=O)C1=C(C)Nc2nc(SCc3ccccc3C)nn2C1CC(C)C (stereo unspecified)	-2.6%	-29.1%[59 µM]	-6.0%	-8.4%	-17.5%	7.2%	1.1	-1.5%	-1.7%
